Compound activity deposited in PubChem by several laboratories.
KLF5 inhibitor: KLF5 expression inhibitors, primary screen, DLD-1 cells, luminescence; DLD-1 KLF5 promoter-luciferase reporter; inhibition, % at 5 µM; actives 0.23% (n = 290,000); AID 1700, 2009;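 active = inhibition above a per-plate limit of that plate's mean compound inhibition plus 3 SD, cut at about 60% in these data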;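 also: 0% = DMSO wells and 100% = LY294002 at 200 µM; higher means less KLF5 promoter-driven luciferase light; inactives centre near -14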
Platelet DG rel: inhibitors of platelet dense granule secretion, primary screen, cell-based, MLPCN, human platelets; human platelet-rich plasma, SFLLRN dense granule ATP release, luminescence; inhibition, %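 (compounds screened at 7.5 µM in platelet-rich plasma)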; actives 0.22% (n = 300,000); AID 1663, 2009;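 active = mean replicate score, as percent of positive control, at or above 50; inconclusive = mean below 50 but at least one replicate at or above 50; inactive = mean and every replicate below 50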
HSP90 inh: HSP90 inhibitors, primary screen, cell lysate, luminescence; Rabbit reticulocyte lysate, luciferase refolding luminescence, 3 h; inhibition, % at 5.6 µM; actives 0.91% (n = 290,000); AID 1789, 2009;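 active = inhibition above the screen-wide mean plus 3 SD, computed separately per campaign, cut at about 16% in these data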;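 also: 0% = DMSO wells and 100% = 60 µM geldanamycin wells; inhibitors lower the luminescence because luciferase stays unfolded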
IEC-6 cytotox: cytotoxicity in IEC-6 intestinal epithelial cells, primary screen, cytotoxicity control for KLF5 inhibitor project, cell-based, luminescence; IEC-6 cytotoxicity, luminescence viability; actives 0.78% (n = 290,000); inhibition, % at 5 µM; in the data active = inhibition above about 22%;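 also: 0% = plate median of test compound wells and 100% = cytotoxic reference compound wells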
AI-2 QS modul: Vibrio harveyi AI-2 quorum sensing modulators, primary screen, JMH597 strain, luminescence/OD600 ratio | AID 2094, 2009 | Vibrio harveyi JMH597 AI-2 luminescence/OD600 ratio, 9 h; hits give low values; strain lacks LuxN and CqsS sensors; 0 = neutral-control median | actives 0.4% (n = 300,000) | activity change, % at 7.5 µM; in the data active = activity change below about -75%, passing the limit was not always enough; inconclusive = no clear call, values can overlap the other calls;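 also: luminescence divided by OD600 gain over 9 h not by final OD600 alone; inactives centre near 13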
HSF-1 act: HSF-1 activators, primary screen, NIH3T3-HGL cells, MG132 stress, luminescence, single point; NIH3T3-HGL HSF-1 luciferase reporter, 8 h; 100% = twice DMSO control signal; actives 1.7% (n = 300,000); activation, % at 9 µM;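 active = mean replicate activation of at least 50% with a set share of replicates each reaching 50%; inconclusive = only one of those two conditions met; inactive = mean below 50% and too few replicates reaching it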;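 also: 0% = median of the neutral control wells and 100% = twice that signal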
SKKanGAS inh: S. pyogenes SKKanGAS growth inhibitors in kanamycin, primary screen, streptokinase expression inhibitor project, SKKanGAS strain, BacTiter-Glo luminescence; 6 h; inhibition, % at 7.5 µM; actives 1.3% (n = 300,000); AID 1662, 2009;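 active = mean replicate score, as percent of positive control median, at least 50; inconclusive = mean below 50 but one replicate at or above 50; inactive = mean and every replicate below 50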;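 also: strain carries kanamycin resistance gene driven by streptokinase promoter and grows in 40 µg/ml kanamycin; loss of luminescence reflects streptokinase promoter inhibition or plain growth inhibition; 0% = median of DMSO wells and 100% = positive control at its reference dose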
aSyn 5UTR inh: MLPCN primary screen, SNCA 5' untranslated region; AID 1813, 2009; actives 0.82% (n = 300,000); alpha-synuclein 5'UTR reporter, inhibitor activity; inhibition, % (tested at 7.5 µM); in the data active = inhibition above about 60%; inconclusive = no clear call, values can overlap the other calls;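 also: H4 neuroglioblastoma cells stably carrying SNCA 5'UTR luciferase fusion; 0% = DMSO wells and 100% = positive control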
HIF act: HIF pathway transcriptional activators, primary screen, cell-based, U2OS HRE-luciferase, luminescence; U2OS HRE-luciferase reporter; normalized: DMSO 0%, desferrioxamine 100%; AID 1910, 2009; actives 0.32% (n = 300,000); activation, % at 7.5 µM (by protocol);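 active = mean activation of at least 10% of the iron chelator positive control signal, with at least half of replicates also reaching 10%; inconclusive = mean and replicate majority disagree about reaching 10%; inactive = mean and most replicates under 10%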
HSF1 inhib: HSF1 inhibitors in luciferase reporter cells, primary screen, cell-based, NIH3T3, luminescence; actives 0.77% (n = 300,000); activity change, negative = inhibition, % at 7.5 µM (by protocol); NIH3T3-HGL HSE-luciferase, MG132-induced, luminescence 8 h; hits give low values;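 active = more than half of replicate wells show activity change below -50%, luminescence cut by over half; inconclusive = some wells, but at most half, below -50%; inactive = no replicate well below -50%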;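 also: luciferase reports HSF-1 transcriptional activity via heat shock element; 0% = median of DMSO wells and -100% = zero luminescence signal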
An asterisk follows results filed as active; u = inconclusive; x = not tested or not shown.

cpd | SMILES | KLF5 inhibitor | Platelet DG rel | HSP90 inh | IEC-6 cytotox | AI-2 QS modul | HSF-1 act | SKKanGAS inh | aSyn 5UTR inh | HIF act | HSF1 inhib
1 | CC1Sc2n(c3ccccc3[n+]2C)N=C1c1ccccc1 (centres undefined) | 5.3 | -1.1 | 0.0 | 20.9 | 5.4 | -10.5 | -4.1 | -63.3 | -0.1 | -8.5
2 | O=C(CN1CC[C@@]2(O)CCCC[C@H]2[C@@H]1c1ccc(F)cc1)NCc1ccco1 | 22.6 | 9.0 | -3.4 | 1.1 | 28.3 | 35.2 | 10.6 | 9.2 | -0.4 | 5.9
3 | NC(=O)c1ccc[n+](Cc2cccc3ccccc23)c1 | -6.0 | -0.9 | -2.8 | -1.0 | 4.4 | -10.6 | -0.2 | 5.8 | -0.7 | -7.1
4 | O=C(CNC(=O)c1ccc(Br)cc1)N/N=C/c1ccc[nH]1 | -3.1 | -0.2 | 0.2 | -2.6 | 5.4 | -10.4 | 1.6 | 3.3 | -0.8 | -6.8
5 | CCCN1C(=O)c2ccccc2NC1c1ccc(Cl)c(Cl)c1 (centres undefined) | 17.5 | 0.1 | 1.6 | 0.4 | 7.1 | u | 2.1 | 49.0 | 1.4 | 24.4
6 | CC(C)(C)c1cc(NC(=O)c2cccc(S(=O)(=O)N3CCOCC3)c2)no1 | -20.8 | 15.1 | 2.3 | 7.0 | 38.1 | -4.7 | -0.6 | 11.9 | -3.8 | -4.7
7 | Cc1ccc(NC(=O)C2C3C=CC4(O3)C2C(=O)N(CCCN2CCCC2)C4C(=O)NC2CCCCC2)cc1Cl (centres undefined) | -2.4 | -3.7 | -3.7 | -11.4 | x | 12.1 | -5.7 | 0.3 | -0.2 | -7.1
8 | COc1ccccc1NC(=O)CSc1nnc(CCC(=O)Nc2ccccc2F)n1C | -29.6 | -2.0 | 3.0 | -7.9 | 5.6 | 2.0 | -4.1 | 9.2 | -1.2 | -9.9
9 | COC(=O)c1oc(-c2ccc(Cl)cc2)nc1C | -28.6 | 5.6 | 0.9 | 1.5 | 2.9 | 7.8 | -6.9 | -39.2 | 1.8 | -2.8
10 | COc1ccc(CCNC(=O)CSc2nc(C)nc3c2oc2ccccc23)cc1OC | -32.6 | 6.1 | -0.1 | -0.7 | 17.5 | -6.4 | 1.8 | -3.4 | 0.0 | -7.6
11 | O=C1/C(=C/c2cccc([N+](=O)[O-])c2)CCc2ccccc21 | -27.6 | -5.0 | -1.7 | 2.3 | 13.7 | 8.5 | 2.7 | 28.5 | 1.5 | 4.0
12 | N#CC1CC(c2ccc([N+](=O)[O-])cc2)=NN1c1ccc([N+](=O)[O-])cc1 (centres undefined) | -26.4 | -3.6 | -2.1 | 9.0 | 14.1 | 12.9 | 14.8 | -13.4 | -0.2 | 2.0
13 | O=c1[nH]c(=O)c2nc3c4ccccc4c4ccccc4c3nc2[nH]1 | -16.3 | 1.7 | -3.6 | -2.5 | 6.9 | 20.0 | u | -69.8 | -0.7 | 0.0
14 | O=C(Cn1nc(-c2ccccc2)ccc1=O)NCC1CCCO1 (centres undefined) | -23.4 | -8.2 | -0.1 | 1.1 | -5.4 | 4.7 | -14.3 | 15.4 | 0.0 | -4.5
15 | CCN(CC)S(=O)(=O)c1ccc(N=Nc2c(C)[nH]n(C(N)=S)c2=O)cc1 | -26.3 | 15.7 | 6.1 | 5.5 | -3.4 | u | 13.6 | -44.0 | 1.0 | 24.7
16 | Cc1onc(C(=O)Nc2cccnc2Cl)c1[N+](=O)[O-] | -35.4 | 2.5 | 2.1 | 7.4 | 19.4 | -45.0 | 7.2 | 8.6 | -0.1 | -37.5
17 | CCOC(=O)c1ccc(-c2ccc(C=O)o2)cc1 | -108.5 | 2.1 | 29.8* | -7.6 | 14.7 | 33.0 | 3.8 | -146.3 | 2.1 | 26.0
18 | COc1cc(-c2noc(C)c2C#CC2(N)CCCCC2)cc(OC)c1OC | -17.6 | -0.5 | 1.4 | 5.2 | -0.5 | 26.2 | 2.6 | 17.2 | 0.0 | 15.9
19 | Cc1ccc(Cn2ccnc2SCC(=O)NC2CCCC2)cc1 | -18.3 | -7.4 | -0.2 | 4.0 | 11.0 | 9.8 | -0.4 | -16.8 | -0.6 | -2.0
20 | CN1CC2(C)CN(C(c3ccccc3)c3ccccc3)CC(C)(C1)C2O (centres undefined) | 0.4 | x | 3.4 | 6.1 | 13.8 | x | 1.7 | x | x | x
21 | CC(=O)N1c2ccc(S(=O)(=O)NCC3CCC(C(=O)N4CCC(C)CC4)CC3)cc2CC1C (centres undefined) | -0.2 | 12.6 | 4.5 | 7.7 | x | -5.5 | 0.6 | 13.3 | 0.0 | 3.1
22 | COc1ccc(C(=O)NCC(=O)OCC(=O)N2CCCc3ccccc32)cc1 | 11.8 | -0.3 | -1.4 | -3.0 | 12.7 | x | -5.8 | 11.3 | 0.0 | x
23 | C=CCN1C(=O)CSc2ccc(C(=O)NCc3ccc(F)cc3)cc21 | -12.1 | 2.0 | -0.1 | -5.7 | 2.8 | 8.9 | -2.1 | 15.0 | -0.3 | -0.9
24 | O=C(OCC(=O)N1CCN(C(=O)c2ccco2)CC1)c1ccccc1C(=O)c1ccccc1 | -35.7 | 4.8 | -0.5 | -1.9 | 7.5 | 5.7 | -5.4 | 4.6 | -0.3 | 5.9
25 | Cc1ccc(C(=O)N2CCN(c3ccccc3)CC2)cc1S(=O)(=O)N1CCOCC1 | -10.1 | -5.2 | -2.0 | -2.2 | 19.7 | 0.0 | 45.6 | 2.1 | 0.1 | 2.0
26 | Cc1nn(C)c(C)c1CN(C)C(=O)C1(C)CC1(Br)Br (centres undefined) | -10.7 | -11.5 | -2.4 | -3.8 | 16.7 | -0.4 | 1.0 | 6.2 | -1.3 | -4.5
27 | CC(C)C[C@H](NC(=O)c1nc[nH]c1C(=O)NCCCCCNC(=O)OC(C)(C)C)C(=O)OCc1ccccc1 | -1.6 | 8.0 | 4.3 | 5.0 | 26.6 | -19.3 | 35.0 | -5.8 | -0.9 | -2.3
28 | CCOC(=O)C(C(C)C)C(N)Cc1ccc(F)cc1 (centres undefined) | -36.5 | 6.7 | 2.1 | -4.3 | 17.3 | 1.5 | 8.5 | 3.4 | 0.3 | -1.7
29 | CC(=O)Nc1ccc(NC(C)=C(C#N)C#N)cc1 | -4.6 | 1.3 | -4.0 | -2.9 | 16.7 | 7.0 | -5.9 | 14.0 | 0.1 | 2.3
30 | N#CCCN1CCN(C(=S)c2ccc(-c3cccc(Cl)c3)o2)CC1 | -20.1 | -3.4 | 3.2 | -4.5 | 0.9 | u | -6.0 | -89.3 | 1.9 | 19.5
31 | O=C(Nc1ccc2c(c1)CCC2)c1cc(=O)[nH]c2ccccc12 | 3.6 | 1.1 | 1.9 | 4.8 | 3.1 | -2.8 | 4.2 | 9.1 | 0.0 | 5.4
32 | Brc1ccc(-c2nnc3sc(CNC4CCCC4)cn23)cc1 | -1.2 | 12.3 | 2.1 | -3.7 | 13.4 | -21.6 | -5.2 | -3.0 | 0.2 | -4.6
33 | CCN(c1ccc(C)cc1C)S(=O)(=O)c1nnc(NC(=O)c2ccco2)s1 | 1.9 | 4.7 | -5.6 | -8.9 | 15.3 | 16.9 | u | 12.2 | 0.2 | 0.3
34 | COc1cccc(-c2cc(C(=O)Nc3cc(OC)c(OC)c(OC)c3)no2)c1 | -9.0 | 11.7 | -2.0 | 9.3 | -3.3 | 22.6 | x | -12.1 | 0.4 | 0.7
35 | CC1Cc2ccccc2N1C(=O)c1nn(C)cc1Br (centres undefined) | -28.4 | 3.0 | -1.3 | 1.6 | 8.4 | 8.5 | -5.2 | 9.7 | 0.2 | -6.6
36 | CC(c1ccccc1)C(Cc1nc2ccccc2[nH]1)c1nc2ccccc2[nH]1 (centres undefined) | -6.0 | 13.9 | 0.2 | 1.1 | 24.0 | 10.9 | 11.4 | 3.0 | -0.3 | 3.9
37 | O=C(CSc1ncc(-c2ccc(F)cc2)n1Cc1ccco1)Nc1nccs1 | -9.9 | -1.5 | 1.1 | -3.6 | 25.8 | 0.2 | 1.7 | 8.5 | 0.1 | 5.9
38 | CCOC(=O)c1sc(NC(=O)CSc2nncn2C)nc1C | -7.5 | -2.5 | 1.2 | -0.9 | 5.3 | 22.7 | -0.8 | -14.4 | 2.8 | 0.1
39 | COc1ccc2oc(C(=O)OCC(=O)Nc3ccc(NC(C)=O)cc3)c(C)c2c1 | x | 0.9 | x | x | x | -2.4 | 2.0 | -10.7 | 0.4 | 0.8
40 | O=C(Nc1ccc(F)cc1)Nc1cccnc1 | -6.4 | 6.7 | -2.2 | -1.6 | 31.4 | 4.4 | 3.2 | -13.0 | 1.7 | -0.2

Overlap with the part before: two compounds, then new ones.
cpd | SMILES | KLF5 inhibitor | Platelet DG rel | HSP90 inh | IEC-6 cytotox | AI-2 QS modul | HSF-1 act | SKKanGAS inh | aSyn 5UTR inh | HIF act | HSF1 inhib
39 | COc1ccc2oc(C(=O)OCC(=O)Nc3ccc(NC(C)=O)cc3)c(C)c2c1 | x | 0.9 | x | x | x | -2.4 | 2.0 | -10.7 | 0.4 | 0.8
40 | O=C(Nc1ccc(F)cc1)Nc1cccnc1 | -6.4 | 6.7 | -2.2 | -1.6 | 31.4 | 4.4 | 3.2 | -13.0 | 1.7 | -0.2
41 | C=CCn1c(Cc2cccs2)nnc1SCC(=O)Nc1ccc(OC)cc1 | -30.6 | 3.6 | -0.3 | -4.5 | 5.5 | 3.5 | -2.3 | 7.3 | -0.3 | -10.6
42 | O=C(Cn1cnc2ccccc21)N/N=C/c1ccco1 | -8.0 | 7.0 | 1.8 | 7.0 | 6.3 | 47.5 | -1.5 | -0.8 | -0.1 | 0.2
43 | O=S(=O)(Nc1nc2ccccc2nc1Cl)c1ccc(F)cc1 | -9.2 | -2.7 | -1.8 | -5.3 | 32.9 | -4.2 | 1.3 | -13.5 | -0.1 | 2.4
44 | CC(C)CNC(=O)C1Nc2ccc(OC(F)(F)F)cc2C2C=CCC12 (centres undefined) | x | 0.6 | x | x | -7.4 | 39.7 | 3.7 | 10.9 | -0.5 | 11.7
45 | COc1cc(/C=N/NC(=O)c2c(-c3c(Cl)cccc3Cl)noc2C)ccc1OCC(N)=O | -29.8 | 2.8 | -1.9 | 2.0 | -2.0 | 3.9 | -6.3 | -2.9 | 0.3 | 0.6
46 | CC(C)(C)c1ccc(S(=O)(=O)NNC(=O)c2cc3ccccc3[nH]2)cc1 | -7.3 | x | -3.2 | 12.9 | -1.3 | 14.7 | 7.8 | -31.4 | 3.1 | 18.1
